From PubChem
TCR act = activators of T cell receptors | AID 504894 | Potency, µM (top dose mostly 9.22 µM), for the others: at the top dose activation of IL-2 secretion, most hits filed as activators | primary human leukocytes, anti-CD3, IL-2 HTRF, 48 h | 330,000 tested, under 10 active; also: % of control where 0% means no effect
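HTRF read-out of IL-2 secretion: europium cryptate donor excited at 320nm, d2 acceptor emission at 665nm. Cells were primary human leukocytes incubated 48 hr with compounds and a-CD3 beads, supplying TCR signal only.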
B2AR arrestin = recruits beta-arrestin to the human beta2-adrenergic receptor; P07550; Potency, µM (doses to about 46.1 µM), without a hit: at the top dose activation, actives largely listed as activators; AID 492947; beta-arrestin recruitment to beta2AR, cell-based reporter; 330,000 tested, 0.02% active;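 also: potency is read from the fitted curve at half-maximal effect; 0% = DMSO controls and full agonism = EC100 isoproterenol or metaproterenol; nearly all actives have a fitted effect of over 65% in size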
USP2a block = USP2a (human) protease inhibition; Potency, µM (highest dose often 38.3 µM), inactives show at the highest dose activity change, negative = inhibition, usual class: inhibitors; USP2 core, Ub-CHOP2 coupled fluorogenic reporter, 485/531; 330,000 tested, 0.01% active; AID 463254;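 also: potency is read from the fitted curve at half-maximal effect; plate controls were DMSO wells for no effect and full inhibition by NEM control for full effect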
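USP2 core (10nM final) preincubated 30min RT with compound in 20mM Tris-HCl pH 8.0, 2mM CaCl2, 2mM beta-mercaptoethanol, 0.05% CHAPS; 25nM Ub-CHOP2 plus 25nM reporter substrate added, fluorescence (Ex485/Em531) read after 60min.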
ELG1 DNA repair = ELG1-dependent DNA repair inhibition. HEK293T ELG1-luciferase reporter, luminescence, 16 h; DNA damage induced by 5-fluorouridine. Potency, µM (highest dose often 46.1 µM), inactives show at the top dose activity change, negative = inhibition, usual class: inhibitors. 330,000 tested, 2.3% active; also: potency is read from the fitted curve at half-maximal effect; % is scaled to controls: 0 for no effect and ±100 for the full control effect; nearly all actives have a fitted effect of over 55% in size
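DMSO vehicle served as the neutral condition. Each well held 2,000 cells given 5-fluorouridine plus compound; after 16 hr at 37 °C/5% CO2, ONE-Glo was added and luciferase measured 30 min later.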
Chronic BCR inh = inhibitors of chronic active B-cell receptor signaling. Potency, µM (highest dose often 46.1 µM), without a hit: at the highest dose ratio change, negative = lower green/red ratio, usual class: inhibitors. AID 493014. 340,000 tested, 0.05% active. ABC-DLBCL IkBa-CBG/CBR reporter, luminescence ratio, 4 h; active = well fitted inhibition curve with a large enough effect in the signal ratio, with a control signal flat, not every such curve was filed as active; inconclusive = small, poorly fitted or top-dose-only effect, or effect the other way, or a change in a side signal; the % refers to the signal ratio;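 also: potency is read from the fitted curve at half-maximal effect; plate controls were basal doxycycline-induced cells for no effect and cells given 10 µM MG132 for full effect; MG132 reads +100%, hits lower the ratio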
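Concentration-response series (up to 46 uM) were applied to TMD8 dual-reporter cells for 4 h at 37C with doxycycline. Green/red ratio, after filter-overlap correction, defined %Activity; red signal alone was normalised to basal cells and zero luminescence.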
Tb PFK inh = blocks T. brucei phosphofructokinase; O15648; T. brucei PFK, ADP-Glo luminescence; Potency, µM (doses to about 57.5 µM), for the others: at the highest dose activity, negative = inhibition, actives largely listed as inhibitors; 330,000 tested, 0.17% active;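 also: potency is read from the fitted curve at half-maximal effect; 0% = uninhibited 1x PFK enzyme wells and -100% = no-enzyme wells; nearly all actives have a fitted effect of over 60% in size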
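Compounds were pin-transferred as a titration series up to 57 uM into substrate buffer (0.5 mM F6P, 0.1 mM ATP, pH 8.0), then 1.25 nM PFK was added and reactions ran 45 min before ADP-Glo detection.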
TSHR antag = human thyrotropin receptor antagonism; P16473; TSHR-expressing cells, TSH-stimulated cAMP HTRF, 2 h; active compounds read low; activity change, negative = inhibition, % at 11.5 µM; 330,000 tested, 0.2% active; AID 504810;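 active = activity change below a set negative limit, meaning inhibition stronger than a set level, cut at about -70% in these data; inconclusive = activity change between two set negative limits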; also: % is scaled to controls: 0 for no effect and ±100 for the full control effect
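Antagonism was scored as loss of TSH-driven cAMP in TSHR cells, stimulated with 4nM TSH (EC80) for 2 hours at 37 deg C and detected by homogeneous HTRF competition immunoassay.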
Mito fusion yeast = blocks mitochondrial division or promotes mitochondrial fusion | 320,000 tested, 0.23% active | AID 485298 | Potency, µM (titrated, usually from 46.1 µM), inactives show at the highest dose growth rescue (activation), usual class: activators | S. cerevisiae fusion-defective mutant growth rescue, CellTiterGlo 48 h;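 also: potency is read from the fitted curve at half-maximal effect; % of control where 0% means no effect; nearly all actives have a fitted effect of over 45% in size; temperature-sensitive fusion mutants such as fzo1-1 at 37 °C on non-fermentable ethanol glycerol medium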
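Compounds are tested for their ability to restore growth of mitochondrial fusion-defective yeast strains at non-permissive 37C in YPEG medium over 48 hours. Viability is quantified by luciferase luminescence.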
PTAP TSG101 blk = blocks PTAP/TSG101 interaction to inhibit HIV-1 budding; Q99816; Fluorescence polarization, FITC-PTAP peptide / Tsg101 binding; Potency, µM (top dose mostly 115 µM), without a hit: at the highest dose activity change, negative = inhibition, usual class: inhibitors; 340,000 tested, under 10 active; active = well fitted inhibition curve with a large enough effect in the main read-out, with a control signal flat, not every such curve was filed as active; inconclusive = small, poorly fitted or top-dose-only effect, or effect the other way, or a change in a side signal; inactive = no such curve, though single readings can be large or run the other way; also: potency is read from the fitted curve at half-maximal effect; % of control where 0% means no effect
Target sequence (Q99816 whole entry, looked up): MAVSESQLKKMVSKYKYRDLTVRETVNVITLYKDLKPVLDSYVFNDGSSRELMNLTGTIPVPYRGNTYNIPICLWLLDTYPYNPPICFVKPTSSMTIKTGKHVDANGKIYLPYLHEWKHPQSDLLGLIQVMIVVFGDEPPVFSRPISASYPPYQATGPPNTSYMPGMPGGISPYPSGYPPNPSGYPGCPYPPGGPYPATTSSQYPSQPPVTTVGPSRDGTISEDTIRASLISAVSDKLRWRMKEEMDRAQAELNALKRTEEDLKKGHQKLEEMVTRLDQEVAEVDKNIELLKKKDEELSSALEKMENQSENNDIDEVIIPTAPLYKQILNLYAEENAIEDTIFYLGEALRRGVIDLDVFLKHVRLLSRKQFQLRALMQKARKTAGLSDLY
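Tsg101 binding domain (10 uM final) was mixed with compound and a FITC-labeled PTAP peptide (50 nM final) in HEPES pH 7.5 buffer with NaCl, Tween 20, EDTA and TCEP; fluorescence polarization was read after 20 min at r.t.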
uPA surface inh = blocks generation of uPA at the cell surface; Potency, µM (highest dose often 38.3 µM), inactives show at the top dose activity change, negative = inhibition, most hits filed as inhibitors; cell surface uPA generation assay, qHTS; 330,000 tested, 0.31% active; active = well fitted inhibition curve with a large enough effect; inconclusive = small, poorly fitted or top-dose-only effect; inactive = no such curve, though single readings can be large or run the other way; tested in mouse RAW 264.7 cells; also: potency is read from the fitted curve at half-maximal effect; % is scaled to controls: 0 for no effect and ±100 for the full control effect; nearly all actives have a fitted effect of over 55% in size
Eya2 phos inh = inhibitors of human Eya2 phosphatase activity; Potency, µM (titrated, usually from 76.9 µM), inactives show top-dose activity, negative = inhibition, usual class: inhibitors; O00167; recombinant Eya2, OMFP fluorescence dephosphorylation (OMFP is methylfluorescein phosphate); 330,000 tested, 0.006% active; also: potency is read from the fitted curve at half-maximal effect; % is scaled to controls: 0 for no effect and ±100 for the full control effect
Target sequence (O00167 whole entry, looked up): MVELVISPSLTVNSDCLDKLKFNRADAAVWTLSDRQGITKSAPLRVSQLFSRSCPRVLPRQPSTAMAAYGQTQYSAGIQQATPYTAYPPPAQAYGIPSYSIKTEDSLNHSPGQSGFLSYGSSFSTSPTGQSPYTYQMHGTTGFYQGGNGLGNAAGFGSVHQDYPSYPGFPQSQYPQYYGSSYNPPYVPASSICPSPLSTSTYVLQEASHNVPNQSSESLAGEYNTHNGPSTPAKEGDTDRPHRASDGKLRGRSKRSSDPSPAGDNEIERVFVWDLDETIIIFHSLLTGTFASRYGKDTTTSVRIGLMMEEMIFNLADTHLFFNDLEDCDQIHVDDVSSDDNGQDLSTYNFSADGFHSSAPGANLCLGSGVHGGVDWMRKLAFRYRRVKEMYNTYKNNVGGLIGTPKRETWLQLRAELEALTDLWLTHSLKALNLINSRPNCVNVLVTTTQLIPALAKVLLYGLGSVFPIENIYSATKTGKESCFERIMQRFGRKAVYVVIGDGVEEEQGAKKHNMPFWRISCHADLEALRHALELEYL
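Eya2 protein (added as 0.2 uM solution) was preincubated with compound for 10 min at ambient temperature in 50 mM HEPES pH 7.5, 50 mM NaCl, 5 uM MgCl2, 0.05% BSA, 1 mM DTT. OMFP (added at 50 uM) then reacted 10 min; fluorescence read at 485/525 nm.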
The depositor's hits bear a star; ? = inconclusive; . = not tested or not shown; [ ] = dose if it differs, or a comment. Unless noted, calls follow the shape of the dose curve; as a rule, active = well fitted curve in the direction sought with a large enough effect; inconclusive = small, poorly fitted or top-dose-only effect, or another doubt; inactive = no such curve, though single readings can be large; an effect the other way counts as inactive or inconclusive.

Compound,TCR act,B2AR arrestin,USP2a block,ELG1 DNA repair,Chronic BCR inh,Tb PFK inh,TSHR antag,Mito fusion yeast,PTAP TSG101 blk,uPA surface inh,Eya2 phos inh
Cc1c(N2C(=O)CSC2=S)c(=O)n(-c2ccccc2)n1C,1.2%,0.0%,-0.5%,?,-0.6%,0.2%,-5.0,-6.5%,-0.4%,5.3%,-2.9%
O=C(COc1ccc(Br)cc1)NCCNC(=O)c1ccncc1,1.9%,-0.9%,-1.2%,5.2%,6.5%,-0.8%,15.8,1.9%,-2.5%,5.4%,2.9%
O=C(NC1(C(F)(F)F)N=C2SCCN2C1=O)C1CCCCC1 (configuration not stated),0.3%,-0.5%,-0.9%,11.9%,0.3%,20.2%,-3.1,-0.7%,-3.7%,0.7%,10.2%
Fc1ccc(COc2ccc(Br)cc2CNCC2CCCO2)cc1 (configuration not stated),-6.3%,-0.1%,-5.8%,-12.8%,-1.7%,1.7%,0.8,-1.6%,-4.1%,-3.9%,-5.5%
O=C(N/N=C/c1ccc(O)cc1)/C(=C/c1ccc([N+](=O)[O-])cc1)NC(=O)c1ccccc1,0.9%,0.2%,3.2%,-2.8%,?,2.1%,-2.4,-0.4%,-2.9%,-1.4%,-3.4%
Cn1c(C(=O)NCCN2CCOCC2)cc2c(=O)n(C)c3ccccc3c21,-3.4%,0.3%,?,?,7.3%,-3.7%,11.3,-4.9%,-3.1%,-7.3%,-9.7%
COc1cccc(C(=O)/C=C/c2ccc(OCC#N)c(OC)c2)c1,-9.6%,-0.7%,0.1%,?,?,0.8%,-0.7,2.2%,-0.3%,-8.8%,-3.4%
O=C(O)CSc1nc2c(cnn2-c2ccccc2)c(=O)n1-c1ccc(Br)cc1,-2.0%[46.1 µM],-1.7%,-0.5%,-7.8%,?,0.9%,17.8,-16.5%,0.0%,-1.5%,5.5%

(continued)
Compound,TCR act,B2AR arrestin,USP2a block,ELG1 DNA repair,Chronic BCR inh,Tb PFK inh,TSHR antag,Mito fusion yeast,PTAP TSG101 blk,uPA surface inh,Eya2 phos inh
O=C(Nc1ccc(S(=O)(=O)NC2CCCCC2)cc1)c1ccc(Br)o1,5.0%,-0.2%,1.9%,?,?,-1.5%,.,1.8%,-1.4%,-0.5%,-1.2%
Cc1ccc(C)c(OCc2cc(C(=O)N(C)Cc3ccccn3)no2)c1,-4.5%,-0.2%,1.9%,?,-2.7%,-1.9%,3.7,-7.8%,-3.5%,4.2%,-16.0%
CO/N=C\CC(=O)Nc1ccc(Cl)cc1Cl,-1.6%,-0.9%,-1.6%,6.6%,-10.5%,-1.7%,19.5,-6.6%,-1.9%,-15.8%,23.9%
Cc1ccc(C(=O)NCCNC(=O)c2ccco2)cc1C,-4.6%,-0.1%,2.8%,8.4%,0.6%,0.9%,6.9,-7.7%,-1.4%,-1.3%,1.4%
C[C@@H]1CN([C@@H](C)CO)C(=O)c2cccc(NS(C)(=O)=O)c2O[C@H]1CN(C)CC1CCCCC1,5.2%,-0.3%,0.6%,?,0.3%,3.7%,3.8,.,-1.7%,-7.3%,12.2%
Cc1ccc(NCC(O)Cn2cnc3c2c(=O)n(C)c(=O)n3C)cc1 (configuration not stated),-20.8%,2.9%,-0.2%,0.0%,?,4.2%,-4.6,0.0%,-0.2%,-7.5%,8.0%
COC(=O)c1cc(NS(=O)(=O)c2ccc(NCc3cccnc3)c([N+](=O)[O-])c2)cc(C(=O)OC)c1,-0.1%[46.1 µM],0.1%,0.5%,-5.9%,9.4%,-8.8%,1.9,1.6%,-0.5%,3.0%,2.3%
CC1(C)Cc2nc(-c3ccccc3)nc(NNC(=O)c3ccco3)c2CO1,-5.0%,0.5%,7.9%,?,-18.1%,-4.4%,23.7,-2.6%,-1.5%,13.2%,12.9%

(further entries)
Compound,TCR act,B2AR arrestin,USP2a block,ELG1 DNA repair,Chronic BCR inh,Tb PFK inh,TSHR antag,Mito fusion yeast,PTAP TSG101 blk,uPA surface inh,Eya2 phos inh
C=C1CCN([C@H](C(=O)NCc2ccc(Cl)cc2)C(C)C)S(=O)(=O)c2ccccc21,2.5%,-0.4%,5.8%,3.7%,4.5%,0.6%,3.2,8.1%,-6.4%,24.5%,-6.1%
CCCCc1c(C)[nH]c(C(=O)OCC)c1C,2.2%,-0.1%,0.0%,-6.6%,?,1.0%,-7.3,-11.9%,-1.8%,-2.5%,-18.8%
Cc1cccc(N2NC(=O)/C(=C/c3ccc(-c4ccc(Cl)c(C(=O)O)c4)o3)C2=O)c1,-0.2%,0.0%,-5.9%,17.8%,-10.0%,0.4%,5.4,0.1%,-0.3%,1.0%,14.3%
CC(C)C(CCNC1CCN(C)CC1)c1ccc(Cl)cc1 (configuration not stated),1.4%,0.4%,-2.1%,23.1µM*,?,0.3%,0.2,-45.0%[inhibitor],-11.6%,-4.0%,-22.1%
O=C(COS(=O)c1ccccc1)Nc1cc(Cl)ccc1N1CCOCC1 (configuration not stated),8.1%,0.4%,-1.7%,?,?,-4.1%,12.3,-5.9%,-3.8%,-8.4%,-8.3%
CCC(C)Sc1nc2c(cnn2-c2ccccc2)c(=O)[nH]1 (configuration not stated),2.1%[46.1 µM],-0.1%,1.5%,9.9%,?,-1.0%,15.6,16.1%,-6.3%,-7.4%,0.2%
CCC(C)(C(=O)NC1CCCC1)N(Cc1cccs1)C(=O)c1ccc2c(c1)OCO2 (configuration not stated),-9.9%[46.1 µM],-0.4%,12.9%,-2.9%,2.7%,0.0%,10.9,-2.3%,-1.6%,3.2%,-13.4%
O=C(NNC1CC(=O)N(c2ccc3c(c2)OCCO3)C1=O)c1ccc(Cl)cc1 (configuration not stated),4.4%,0.0%,5.8%,-2.7%,9.9%,0.5%,-0.7,-16.1%,-5.7%,7.4%,5.5%

Further results:
Compound,TCR act,B2AR arrestin,USP2a block,ELG1 DNA repair,Chronic BCR inh,Tb PFK inh,TSHR antag,Mito fusion yeast,PTAP TSG101 blk,uPA surface inh,Eya2 phos inh
Cc1ccc(C)n1-c1c(C(=O)NN)cnn1-c1ccccc1,12.8%,-0.1%,0.4%,?,?,-5.4%,-5.2,-1.0%,-2.6%,6.7%,-6.2%
COc1ccc(C2N(c3ccccc3)C(=O)C2(F)F)cc1OC (configuration not stated),3.1%,0.4%,-0.9%,-2.4%,-7.4%,-8.7%,-2.1,14.9%,-1.2%,-10.7%,-6.8%
NC(=O)C1CCCN(C(=O)CCCNC(=O)c2ccc(Cl)cc2)C1 (configuration not stated),-4.8%,0.5%,-1.0%,12.0%,3.4%,0.0%,.,1.3%,-1.3%,-3.1%,-1.7%
O=C(NC1(C(F)(F)F)NC(=O)N(C2CCCC2)C1=O)C1CC1 (configuration not stated),6.1%,-1.4%,2.6%,-1.5%,-1.5%,-4.2%,-1.0,-8.2%,-2.0%,-4.8%,0.7%
N#C/C(=C\c1ccc(-c2ccc(C(=O)O)cc2)o1)C(=O)NCC1CCCO1 (configuration not stated),4.0%[46.1 µM],-0.4%,0.7%,?,?,14.3%,-16.7,-2.8%,-5.5%,0.4%,-2.4%
Cc1cccc(NC2=NC3(CCCCC3)N=C(N)N2)c1C,2.0%,-1.4%,0.7%,-6.8%,6.2%,-0.4%,-4.4,0.2%,-0.5%,1.1%,-5.7%[15.4 µM]

Three entries out of the list above, arranged by their value in TCR act, rising.
SMILES,TCR act,B2AR arrestin,USP2a block,Tb PFK inh,TSHR antag,PTAP TSG101 blk,uPA surface inh,Eya2 phos inh
NC(=O)C1CCCN(C(=O)CCCNC(=O)c2ccc(Cl)cc2)C1 (configuration not stated),-4.8%,0.5%,-1.0%,0.0%,.,-1.3%,-3.1%,-1.7%
Cc1cccc(NC2=NC3(CCCCC3)N=C(N)N2)c1C,2.0%,-1.4%,0.7%,-0.4%,-4.4,-0.5%,1.1%,-5.7%[15.4 µM]
O=C(NC1(C(F)(F)F)NC(=O)N(C2CCCC2)C1=O)C1CC1 (configuration not stated),6.1%,-1.4%,2.6%,-4.2%,-1.0,-2.0%,-4.8%,0.7%
